TRb-SRC2 inh: disrupts binding of human TR beta to SRC2. TRbeta-SRC2 peptide binding, fluorescence polarization; receptor liganded with 1 µM T3. 0.065% of 280,000 active. Potency, µM (titrated, usually from 106 µM), without a hit: at the top dose activity change, negative = inhibition, hits mostly inhibitors. P10828;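 also: plate controls were bound peptide for no effect and peptide without receptor for full effect; nearly all actives have a fitted effect of over 50% in size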
Target sequence (P10828 whole entry, looked up): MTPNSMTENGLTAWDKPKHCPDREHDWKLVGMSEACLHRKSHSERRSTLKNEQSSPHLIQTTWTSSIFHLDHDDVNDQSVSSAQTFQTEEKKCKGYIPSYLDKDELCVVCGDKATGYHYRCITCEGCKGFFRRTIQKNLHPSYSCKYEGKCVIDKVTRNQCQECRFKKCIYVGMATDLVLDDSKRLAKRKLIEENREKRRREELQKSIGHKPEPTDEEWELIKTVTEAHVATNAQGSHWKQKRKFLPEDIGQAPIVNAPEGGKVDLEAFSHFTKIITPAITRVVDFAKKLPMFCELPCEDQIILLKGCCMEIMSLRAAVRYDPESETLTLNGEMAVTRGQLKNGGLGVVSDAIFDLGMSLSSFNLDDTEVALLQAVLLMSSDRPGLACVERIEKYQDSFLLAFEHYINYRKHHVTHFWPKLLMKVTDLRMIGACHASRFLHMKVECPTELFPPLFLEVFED
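Fluorescence polarization of 20 nM Texas Red SRC2 peptide (20-aa NR interaction domain) bound to 0.6 uM human TRb ligand-binding domain, with 1 uM T3, after 5 hr at ambient temperature; inhibition seen as decreased polarization.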
JMJD2E inh: inhibitors of human JMJD2E histone demethylase; B2RXH2; JMJD2E catalytic domain, FDH-coupled NADH fluorescence (FDH is formaldehyde dehydrogenase); Potency, µM (titrated, usually from 57.1 µM), for inactives: at the top dose activity change, negative = inhibition, usual class: inhibitors; 1.6% of 230,000 active; active = well fitted inhibition curve with a large enough effect, not every such curve was filed as active; inconclusive = small, poorly fitted or top-dose-only effect, or another doubt; inactive = no such curve, though single readings can be large or run the other way;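 also: 0% = wells with enzyme and -100% = buffer wells without enzyme; nearly all actives have a fitted effect of over 50% in size; many of its hits are not listed in these tables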
SMN2 splice up: increases expression of the SMN2 splice variant; AID 1458; Potency, µM (doses to about 46.1 µM), inactives show at the top dose activity change, positive = activation, usual class: activators; 2.8% of 210,000 active; HEK293 SMN2-luciferase splicing reporter, luminescence, 30-36 h; also: % of control where 0% means no effect; nearly all actives have a fitted effect of over 55% in size
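HEK293 cells carry an SMN2 […]–luciferase reporter in which exon 7 inclusion puts luciferase in frame. Cells were plated 10-12 h before compound addition, then incubated 30-36 h at 37C. ONE-Glo luminescence was read; sodium butyrate at 4.5 mM final served as control.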
GoLoco inh red: blocks human Gai1 binding to RGS12 GoLoco peptide, red readout | P63096 | Gai1:RGS12 GoLoco peptide FP, rhodamine, 10 min | Potency, µM (doses to about 61.6 µM), without a hit: top-dose activity, negative = inhibition, usual class: inhibitors | 0.44% of 230,000 active; active = well fitted inhibition curve with a large enough effect, not every such curve was filed as active; inactive = no such curve, though single readings can be large or run the other way; also: % is scaled to controls: 0 for no effect and ±100 for the full control effect; nearly all actives have a fitted effect of over 30% in size; many of its hits are not listed in these tables
ALDH1A1 inh: inhibitors of human aldehyde dehydrogenase 1A1; 7.3% of 220,000 active; Purified ALDH1A1, NADH fluorescence, propionaldehyde substrate; Potency, µM (titrated, usually from 75.3 µM), for inactives: at the highest dose activity, negative = inhibition, actives largely listed as inhibitors; active = well fitted inhibition curve with a large enough effect, not every such curve was filed as active; inconclusive = small, poorly fitted or top-dose-only effect, or another doubt; inactive = no such curve, though single readings can be large or run the other way;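 also: plate controls were no enzyme wells and a reference inhibitor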
Target sequence (P00352 whole entry, looked up): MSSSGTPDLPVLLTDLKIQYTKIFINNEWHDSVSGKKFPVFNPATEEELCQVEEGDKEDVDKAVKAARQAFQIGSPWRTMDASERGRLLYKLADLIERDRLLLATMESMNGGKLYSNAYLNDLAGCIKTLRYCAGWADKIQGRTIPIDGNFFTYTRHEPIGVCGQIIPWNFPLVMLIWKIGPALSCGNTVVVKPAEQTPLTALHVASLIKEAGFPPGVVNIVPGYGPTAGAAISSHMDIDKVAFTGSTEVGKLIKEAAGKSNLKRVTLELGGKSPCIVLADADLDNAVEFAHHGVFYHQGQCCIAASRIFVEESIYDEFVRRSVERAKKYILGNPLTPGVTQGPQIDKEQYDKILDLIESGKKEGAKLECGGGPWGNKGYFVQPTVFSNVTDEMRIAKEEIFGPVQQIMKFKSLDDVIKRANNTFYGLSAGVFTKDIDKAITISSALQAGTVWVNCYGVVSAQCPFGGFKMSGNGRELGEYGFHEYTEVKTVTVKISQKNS
TexasRed fluor: alters Texas Red total fluorescence, flagging assay interference; TRb/SRC2 Texas Red total fluorescence interference; Potency, µM (titrated, usually from 106 µM), for inactives: at the top dose fluorescence change, negative = quenching; 0.29% of 280,000 active; AID 1479; active = well fitted curve in either direction with a large enough effect; inconclusive = small, poorly fitted or top-dose-only effect; also: % is scaled to controls: 0 for no effect and ±100 for the full control effect
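Human TRβ ligand-binding domain (0.6 uM) and Texas Red SRC2 peptide (20 nM) in Tris buffer with 1 uM T3 and 5% DMSO were incubated with pinned compound for 5 hr at ambient temperature. Total fluorescence was computed as S + 2P (555/632 nm).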
LMNA splice mod: changes lamin A minigene splicing in HeLa cells; 0.01% of 200,000 active; Potency, µM (highest dose often 46.1 µM), for the others: at the top dose ratio change, negative = inhibition, actives largely listed as inhibitors; AID 1487; HeLa LMNA splicing GFP/RFP minigene ratio, 48 h; active = well fitted inhibition curve with a large enough effect in the signal ratio, with a control signal flat, not every such curve was filed as active; inconclusive = small, poorly fitted or top-dose-only effect, or effect the other way, or a change in a side signal; the % refers to the signal ratio; also: % is scaled to controls: 0 for no effect and ±100 for the full control effect
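Read-out is the ratio of GFP to DsRed2 object intensity, acquired by 488 nm laser-scanning cytometry on HeLa lamin A-EGFP minigene reporter cells. Compound incubation 48 hrs at 37 °C in Opti-MEM with 2% FBS; DMSO 0.5% final.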
RECQ1 helicase: inhibitors of human RECQ1 DNA helicase; 0.54% of 240,000 active; P46063; RECQ1 DNA unwinding, red fluorescence kinetic read; AID 2549; Potency, µM (titrated, usually from 57.3 µM), without a hit: top-dose activity, negative = inhibition, usual class: inhibitors;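 also: plate controls were vehicle for no effect and no enzyme for full effect; nearly all actives have a fitted effect of over 30% in size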
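RECQ1T1 50 nM; forked duplex (20 bp + 30-nt ss tails) 200 nM, ATP 2 mM final; pH 8.0, 2 mM MgCl2, 2.5 ug/ml poly(dI-dC); 15 min compound preincubation; discontinuous kinetic read over 2 h at RT.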
Starred values were filed as active, the others as inactive; i = inactive; ? = inconclusive; nt = no result given; [ ] = dose if it differs, or a comment. Unless noted, calls follow the shape of the dose curve; as a rule, active = well fitted curve in the direction sought with a large enough effect; inconclusive = small, poorly fitted or top-dose-only effect, or another doubt; inactive = no such curve, though single readings can be large; an effect the other way counts as inactive or inconclusive. Potency is read from the fitted curve at half-maximal effect.

SMILES	TexasRed fluor	GoLoco inh red	ALDH1A1 inh	SMN2 splice up	JMJD2E inh	TRb-SRC2 inh	LMNA splice mod	RECQ1 helicase
Fc1ccc(-c2nc3n(c2-c2ccncc2)CCS3)cc1	0%	-8%	-6%	-39%[inhibitor]	?	2%	nt	-4%
CCc1nc2ccccc2n1Cc1cc(=O)n2cc(C)ccc2n1	2%	6%	?	1%	?	0%	12%	i
Cc1ccc(-c2ccccc2)n1-c1ccc(C(=O)O)cc1	-2%	-7%	25µM*	-21%	-5%	5%	-2%	-4%
COc1ccc(OCC(=O)OC2CCCN(C)C2)cc1 (configuration not stated)	1%	0%	nt	nt	0%	3%	nt	-7%
FC(F)(F)c1nnc(Nc2ccc(Cl)cc2)s1	-7%	6%	nt	nt	-1%	-1%	nt	-7%
CC(C)c1ccc(NC(=S)N(C)CCc2ccccn2)cc1	4%	46%[activator]	?	?	-7%	-5%	nt	15%
O=C(O)CCN1C(=O)C2C3CC(C2C1=O)C1C(c2ccccc2)c2sc(=O)n(-c4ccccc4)c2SC31 (configuration not stated)	1%	-5%	?	22%	-6%	6%	nt	3%
O=C1CC(N2CCC(Cc3ccccc3)CC2)C(=O)N1CCc1ccccc1 (configuration not stated)	-4%	-10%	2.2µM*	-18%	5%	4%	-5%	-14%
C=CCOc1c(CNc2cccc(C(=O)O)c2)cccc1OCC	0%	1%	?	1%	?	-6%	11%	14%
CSc1nc2ccccc2cc1/C=C(\C#N)c1ccccc1	-1%	-1%	?	-3%	?	-20%	?	-10%
COc1ccc(N2CCCn3c2nc2c3c(=O)n(CCN3CCOCC3)c(=O)n2C)cc1	0%	nt	-14%	nt	4%	10%	9%	-2%
CCOc1ccc(NC(=O)/C=C/c2ccc(OC)cc2)c([N+](=O)[O-])c1	0%	41%[activator]	5%	0%	0%	-3%	-3%	i
COc1ccc(-n2nc(C(=O)NCC(=O)NCc3ccco3)c3ccccc3c2=O)c(OC)c1	-2%	7%	12%	5%	-1%	0%	-4%	-14%
CCc1nc2sc3ccccc3c(=O)c2c(=O)n1Cc1ccco1	?	75%[activator]	?	-3%	3%	?	-2%	-20%
O=S(=O)(N1CCCCC1)N1CCN(CC(O)COc2ccc3cc(Br)ccc3c2)CC1 (configuration not stated)	-4%	0%	?	-53%[inhibitor]	2%	-3%	-22%	i
Cc1ccc(C(=O)Oc2cc(N)n(S(=O)(=O)c3ccc(C)cc3)n2)cc1	-2%	2%	-1%	-8%	-5%	-2%	25%[46 µM]	-9%
CCCc1cc(C(=O)Nc2cnn(Cc3ccc(F)cc3)c2)no1	-4%	-1%	nt	nt	0%	2%	nt	-4%
CC(C)(C)n1ncc2c(=O)n(CC(=O)NCc3ccco3)cnc21	-11%	0%	?	13µM*	-1%	-11%	?	-9%
O=C(NN=C1C2CC3CC(C2)CC1C3)c1cc(Cl)ccc1O	-4%	1%	?	-2%	-138%	5%	8%	-2%
O=C(NC1CCCC1)O[C@@H]1C(=O)c2cc(Br)ccc2O[C@H]1c1ccc2c(c1)OCO2	-1%	-3%	-6%	2%	-5%	3%	nt	-3%
CCn1c(CCCNC(=O)c2ccc(F)cc2)nc2ccccc21	0%	-4%	8%	14%	6%	-6%	-3%	i
C/C(=N/NC(=O)C1CCN(S(=O)(=O)c2ccc(C)cc2)CC1)c1cccc([N+](=O)[O-])c1	-2%	-6%	?	?	9%	-3%	-3%	4%
CCCCC(CC)CNC(=O)Cn1c(=O)[nH]c2ccsc2c1=O (configuration not stated)	-1%	8%	-2%	1%	-2%	-10%	?	2%
O=C(NCCN1CCOCC1)c1ccccc1Oc1ccccc1	-8%	-2%	1%	14%	4%	2%	1%	-12%
CN(C)S(=O)(=O)N1CCN(c2ccc([N+](=O)[O-])c(N3CCOCC3)c2)CC1	0%	10%	?	3%	9%	1%	?	i
CC1=CSC2=NC(=O)/C(=C/c3cccc(OC(=O)c4ccco4)c3)C(=N)N12	-4%	20%	?	2%	-2%	-2%	-2%	-10%
CC(C)(C)NC(=O)C(c1cccs1)N(Cc1cccs1)C(=O)c1ccc(CN2CCOCC2)o1 (configuration not stated)	-1%	11%	-1%	10%	-1%	-7%	nt	0%
COc1cccc(C(=O)Nc2ccc(C(F)(F)F)n(C)c2=O)c1	-4%	0%	?	nt	-18%	-7%	6%	2%
O=C(COC(=O)CNC(=O)c1ccccc1F)Nc1cccc(S(=O)(=O)N2CCCCCC2)c1	0%	-4%	-2%	-4%	-13%	-1%	23%[46 µM]	-4%
N#CC1=C(N)OC2=C(CC/C2=C\c2ccc(F)cc2)C1c1ccc(F)cc1 (configuration not stated)	5%	27%	-39%	-31%[inhibitor]	?	8%	0%	-12%
CCOC(=O)c1cc2c(=O)n3cccc(C)c3nc2n(Cc2ccco2)c1=NC(=O)c1cccnc1	-4%	11%	?	-6%	?	5%	-2%	?
COC(=O)c1ccc(CSc2nnc(Nc3cccc(OC)c3)s2)o1	-2%	-8%	0%	-22%	9%	-2%	0%	i
COc1cc(NC(=O)C2CCCO2)c(OC)cc1NC(=O)c1ccccc1 (configuration not stated)	-2%	68%[activator]	-7%	22%	7%	-6%	-13%	i
O=C(c1cccc(F)c1)N1CCC(O)(c2cccnc2)CC1	-3%	-16%	-2%	2%	-2%	-2%	2%	i
COc1ccnc(Oc2ccc(F)cc2)c1C#N	5%	0%	-13%	nt	-3%	-5%	nt	i
Cc1cc(C)c2c(N)c(C(=O)c3ccc(Cl)cc3)sc2n1	2%	-3%	4%	-17%	-1%	-6%	?	6%
CCOc1ccc(C(=O)CN2CCN(S(=O)(=O)c3ccc(OC)cc3)CC2)cc1	-4%	3%	20µM*	-20%	-2%	-4%	1%	-2%
NC(=O)NCc1cccs1	0%	-2%	10%	4%	8%	6%	nt	i
Cc1ccc(-n2cc[nH]c2=S)c(C)c1	1%	13%	?	5%	-6%	7%	-7%[46 µM]	i
O=S(=O)(NCC1CCCO1)c1ccc(Br)s1 (configuration not stated)	-1%	0%	0%	23%	5%	-13%	-1%	-1%
CCOCCc1nnc(NC(=O)CN2C(=O)c3ccccc3C2=O)s1	-6%	-2%	1%	18%	-8%	-4%	-1%	-1%
COc1ccccc1NC(=O)CN(Cc1ccco1)C(=O)c1ccc(=O)[nH]c1	-3%	5%	nt	nt	-4%	6%	nt	-14%
CCc1cccc(NS(=O)(=O)c2ccc3c(c2)oc(=O)n3C)c1	0%	6%	-3%	-42%[inhibitor]	3%	1%	9%[0.0737 µM]	-8%
O=C(CSc1nnc(-c2ccccc2)c2ccccc12)NCC1CCCO1 (configuration not stated)	2%	-9%	-16%	-6%	4%	-3%	?	-12%
CCC(=O)c1ccc(OCC(=O)O)cc1	2%	5%	1%	-15%	-3%	-3%	3%	-11%
Fc1cccc(Oc2nc3ccccc3n3cccc23)c1	-5%	11%	?	7%	?	-1%	-8%	i
Cc1c(Cl)cccc1NC(=S)N1CCN(c2ncccn2)CC1	2%	nt	-6%	nt	?	2%	-18%	-5%
CCO/C=C1\C(=O)N(c2ccc(OCC)cc2)C(=O)c2ccccc21	-2%	-2%	?	6%	?	-6%	-15%[46 µM]	-1%
Clc1ccc(N2CCCCCC2)nn1	-5%	-1%	3%	13%	-6%	1%	10%	13%
O=C(CCc1ccccc1)Nc1ncc2c(n1)CCCC2=O	0%	-11%	2%	-1%	9%	-7%	6%	-3%
CC(C)CNC(=O)c1c2c(nc3ccccc13)-c1ccccc1CC2	-5%	0%	?	-21%	?	0%	12%	-1%
CCCC(=O)Nc1nnc(-c2cccc(OCC)c2)s1	-1%	2%	?	11%	?	-12%	8%	3%
O=C(Nc1cc(C(F)(F)F)ccc1Cl)c1cc(C2CC2)on1	-2%	10%	4%	2%	-4%	-7%	-12%	i
COC(=O)c1ccccc1C(=O)N1CCCC(C(=O)c2cc(F)ccc2F)C1 (configuration not stated)	-1%	5%	12%	-22%	-7%	-5%	nt	18%
CN(C(=O)c1cccn(Cc2ccccc2)c1=O)c1ccccc1	0%	3%	-3%	15%	-12%	2%	nt	i
c1ccc(C2=Nc3c(ccc4ccccc34)C(c3ccncc3)=NN2)cc1	-2%	9%	1%	1%	-5%	6%	?	i
O=C(CSC1=NNC(c2ccccn2)S1)Nc1cccc(Cl)c1 (configuration not stated)	-3%	14%	nt	nt	?	1%	nt	-3%
O=C(NCC1CCCO1)c1cccc(S(=O)(=O)NCc2ccccc2)c1 (configuration not stated)	-3%	5%	-2%	nt	-5%	-7%	nt	-1%
CN(C)S(=O)(=O)c1ccccc1C#N	-5%	8%	?	nt	-3%	2%	-5%	1%
Cc1[nH]n(-c2ccccc2)c(=O)c1C=Nc1ccc(S(=O)(=O)N(C)C)cc1	0%	-1%	-12%	17%	-5%	-3%	8%	-2%
CCN1C(=O)c2cccc3c(NC(=O)C4CCCCC4)ccc1c23	2%	nt	4µM*	nt	0%	-11%	?	i
CS(=O)(=O)N1CCC(C(=O)N2CCN(c3ccc(F)cc3)CC2)CC1	-4%	18%	-2%	nt	-6%	3%	6%[46 µM]	-10%
CC1CN(S(=O)(=O)c2cccc3nsnc23)CC(C)O1 (configuration not stated)	-4%	-3%	1%	-8%	11%	-4%	-13%	0%

Not all compounds are listed. The share of hits here may be higher or lower than overall.
